Source: PubChem
Apaf1 inhib: inhibitors of human Apaf-1 apoptosome, primary screen, biochemical, DEVD-Rh110 fluorescence, uHTS. Apoptotic protease-activating factor 1 (Homo sapiens), O14727. reconstituted apoptosome caspase-3 activity. inhibition, % at 20 µM. 330,000 compounds, 0.71% hits. AID 489030, 2010; active = inhibition of at least 40% at 20 µM;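 also: plate controls were DMSO wells for no effect and DEVD-CHO caspase inhibitor wells for full effect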
Target sequence (O14727 whole entry, looked up): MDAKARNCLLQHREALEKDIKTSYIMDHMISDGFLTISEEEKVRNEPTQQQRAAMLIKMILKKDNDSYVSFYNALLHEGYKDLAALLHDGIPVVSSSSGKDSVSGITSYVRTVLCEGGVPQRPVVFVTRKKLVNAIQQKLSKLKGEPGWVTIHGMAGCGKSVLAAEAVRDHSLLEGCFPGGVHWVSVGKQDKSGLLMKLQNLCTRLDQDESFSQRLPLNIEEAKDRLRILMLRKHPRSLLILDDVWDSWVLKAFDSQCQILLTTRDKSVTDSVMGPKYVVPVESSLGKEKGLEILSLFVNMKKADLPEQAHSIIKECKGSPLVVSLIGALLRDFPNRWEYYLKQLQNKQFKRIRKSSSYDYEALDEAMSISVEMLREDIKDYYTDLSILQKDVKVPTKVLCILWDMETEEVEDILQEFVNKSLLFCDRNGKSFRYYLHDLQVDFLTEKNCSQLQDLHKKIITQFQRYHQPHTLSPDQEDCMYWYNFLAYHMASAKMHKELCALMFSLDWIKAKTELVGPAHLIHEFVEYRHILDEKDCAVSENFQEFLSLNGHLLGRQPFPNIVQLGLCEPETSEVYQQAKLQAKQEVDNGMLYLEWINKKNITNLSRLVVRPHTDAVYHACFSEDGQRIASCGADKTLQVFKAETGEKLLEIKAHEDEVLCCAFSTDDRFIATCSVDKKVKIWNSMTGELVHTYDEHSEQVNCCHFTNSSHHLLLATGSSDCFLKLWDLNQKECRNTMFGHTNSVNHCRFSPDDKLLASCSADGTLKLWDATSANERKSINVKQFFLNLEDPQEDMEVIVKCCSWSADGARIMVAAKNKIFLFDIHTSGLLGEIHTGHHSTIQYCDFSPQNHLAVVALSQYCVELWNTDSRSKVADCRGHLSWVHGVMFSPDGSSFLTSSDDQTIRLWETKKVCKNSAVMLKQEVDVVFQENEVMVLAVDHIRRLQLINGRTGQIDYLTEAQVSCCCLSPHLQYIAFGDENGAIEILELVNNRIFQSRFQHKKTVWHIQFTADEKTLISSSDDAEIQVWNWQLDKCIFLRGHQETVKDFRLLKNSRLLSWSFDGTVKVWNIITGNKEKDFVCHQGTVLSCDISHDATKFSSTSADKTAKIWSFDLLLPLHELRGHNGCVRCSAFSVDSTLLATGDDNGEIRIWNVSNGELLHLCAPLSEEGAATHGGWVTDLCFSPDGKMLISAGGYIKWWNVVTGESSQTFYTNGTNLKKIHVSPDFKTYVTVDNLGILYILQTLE
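Material: reconstituted apoptosome with Apaf-1, cytochrome c, caspase-9, procaspase-3, dATP / Buffer or medium: pH 7.5 Hepes buffer with CHAPS, BSA, DTT / Also added: cytochrome c with DEVD-Rh110 / Schedule: compound with Apaf-1, dATP, procaspase-3 30 min, then 50 min reaction, room temperature / Technique: rhodamine 110 fluorescence at Ex 480/Em 540 nm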
SENP7 inh: SENP7 protease inhibitors, primary screen, biochemical, luminescence, uHTS; inhibition, % at 5 µM; 330,000 compounds, 1.5% hits; Sentrin-specific protease 7 (Homo sapiens), Q9BQF6; recombinant SENP7, Z-RLRGG-aminoluciferin luminescence, 40 min;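 active = inhibition above about 50% at the single test dose, limit read from the data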;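 also: plate controls were DMSO with enzyme for no effect and no enzyme buffer wells for full effect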
UBC13 polyUb: UBC13 polyubiquitin chain formation inhibitors, primary screen, biochemical, TR-FRET, uHTS; inhibition, % at 20 µM; 330,000 compounds, 0.47% hits; Ubiquitin-conjugating enzyme E2 N (Homo sapiens), P61088; AID 485273, 2010; in the data active = inhibition above about 45%, passing the limit was not always enough
SENP8 inh: SENP8 protease inhibitors, primary screen, biochemical, luminescence. inhibition, % at 10 µM. purified SENP8, Z-RLRGG-aminoluciferin cleavage. 330,000 compounds, 1.2% hits. Sentrin-specific protease 8 (Homo sapiens), Q96LD8
697 NFkB inh: inhibitors of PMA/ionomycin-induced NF-kB reporter, 697 cells, primary screen, B-cell NF-kB inhibitor project, cell-based, luminescence, uHTS; 330,000 compounds, 0.33% hits; 697 B-cell NF-kB luciferase reporter, 16 h; inhibition, % at 4 µM; in the data active = inhibition above about 35%
Jurkat NFkB inh: inhibitors of induced NF-kB luciferase reporter, primary screen, TCR NF-kB activation inhibitor project, cell-based, luminescence, uHTS; 330,000 compounds, 0.53% hits; inhibition, % at 4 µM; Jurkat, PMA/ionomycin-induced NF-kB luciferase reporter
Gli-Sufu antag: Gli-Sufu pathway antagonists, primary screen, luciferase luminescence, Sufu-KO-LIGHT cells, uHTS | 340,000 compounds, 0.74% hits | AID 588413, 2011 | Sufu-KO-LIGHT fibroblasts, Gli luciferase reporter luminescence | inhibition, % at 5 µM;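 active = inhibition above about 55%, limit read from the data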;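 also: 0% = DMSO-treated cells and 100% = wells with medium but no cells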
HKDC1 inhibitor: HKDC1 hexokinase inhibitors, primary screen, biochemical, fluorescence, uHTS | Q2TB90 | recombinant HKDC1, G6PDH/diaphorase resazurin coupled fluorescence | inhibition, % at 20 µM | 340,000 compounds, 0.16% hits;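 active = inhibition above about 35% when tested at 20 µM, limit read from the data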;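 also: plate controls were DMSO wells with enzyme for no effect and DMSO wells lacking enzyme for full effect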
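Assay system – recombinant HKDC1 (HK5) hexokinase enzyme, produced in-house · Input – HKDC1 at 5 µg/mL · Reagent – glucose plus 1 mM ATP as hexokinase substrates · Timing – 90 min reaction incubation at room temperature, dark · Measured by – G6PDH/diaphorase-coupled fluorescence, 1 mM NADP, 100 µM resazurin, 525/613 nm · Benchmarks – DMSO-enzyme wells negative, buffer-substituted wells positive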
* = called active by the depositor; nt = not tested or not shown. Rule as the data show it, unless noted: active = inhibition above about 50%; inactive = the rest. Outcome played no part in choosing rows; overall some 3.6% were active at least once.

smiles	Apaf1 inhib	SENP7 inh	UBC13 polyUb	SENP8 inh	697 NFkB inh	Jurkat NFkB inh	Gli-Sufu antag	HKDC1 inhibitor
COC(=O)c1sc(SC)c(S(=O)(=O)C(C)C)c1N/N=C(\C#N)S(=O)(=O)c1ccccn1	-25	0	-2	7	15	0	4	1
O=C(O)C1C2CCC(C2)C1C(=O)NCCc1ccc(F)cc1 (configuration not stated)	-9	9	0	-3	-5	-9	-5	-1
CCOc1ccc2c(c1)OC(c1ccc(OC)cc1)(C(F)(F)F)NC2=O (configuration not stated)	25	-3	-11	-12	-12	57*	-16	-11
Cc1ccc(NC(=O)COC(=O)c2ccc(Br)o2)cc1S(=O)(=O)N1CCCCC1	18	1	0	-5	-12	15	6	2
COc1ccccc1CNc1cc(C)ccn1	-2	-3	-4	13	4	16	-1	-4
O=C(Cn1c(C(=O)O)cc2ccccc21)c1ccccc1	-1	2	4	-10	15	9	-4	-5
O=C(CSCc1ccccc1)Nc1ccc2c(c1)C(=O)NC2=O	0	6	3	4	-14	9	3	-1
CCN(CC)c1ncnc2c1ncn2Cc1c(Cl)cccc1Cl	7	2	7	0	-32	9	0	1
COc1ccc(N(CN2C(=O)c3ccccc3C2=O)C(=O)C(C)C)cc1	-6	-3	12	-1	24	7	0	0
O=C(Nc1ccc2nc(-c3ccccc3)oc2c1)c1ccco1	19	0	8	-6	-16	-33	-34	1
CN=c1nc(-c2ccccc2)n(-c2ccccc2)s1	12	-4	-8	-3	-1	-22	-46	5
O=C(NN1CCCCC1)c1cccc2ccccc12	0	-7	-13	-5	-2	3	-23	0
COc1cccc(-c2cc3nc(-c4ccccc4)cc(=O)n3[nH]2)c1	13	51*	10	85*	-50	5	-46	7
COc1ccc(CC(=O)NCC2CCCN(Cc3cc(OC)cc(OC)c3)C2)cc1 (configuration not stated)	-7	-7	-2	-8	-44	-36	29	-3
CC(=O)c1ccc(N2CCN(C(=O)c3ccc(NC4=NC5CS(=O)(=O)CC5S4)cc3)CC2)cc1 (configuration not stated)	-3	-5	-9	1	1	8	-3	-5
N#CC1(c2ccccc2)CCCN1C(=O)c1ccc(Br)o1 (configuration not stated)	-26	0	-7	1	-29	8	-16	-1
CCCCCNCc1ccc(Cl)cc1	-14	0	14	-6	11	-2	-18	-2
Cc1cc(C)cc(N(CC(=O)O)S(=O)(=O)c2c(C)[nH]c(=O)[nH]c2=O)c1	1	-6	-11	-15	-3	11	nt	-4
COC(=O)c1oc2ccccc2c1NC(=O)/C=C/C(=O)O	2	9	8	-2	18	10	6	-2
Cc1ccc(S(=O)(=O)NCc2ccc(C(=O)N3CCN(c4ccccn4)CC3)cc2)cc1	4	-6	6	-7	1	15	4	-1
O=C(Cc1ccc(-n2c(=O)[nH]c3ccccc3c2=O)cc1)N1CCN(c2cccc(Cl)c2)CC1	20	0	-5	-18	-12	-3	14	1
C[C@H]1CN([C@@H](C)CO)C(=O)Cc2cc(NS(=O)(=O)c3cn(C)cn3)ccc2O[C@@H]1CN(C)C(=O)Nc1ccc(F)cc1	-3	2	-4	11	5	-4	0	-4
Cc1ccc(S(=O)(=O)N(C)Cc2ccc(C(=O)N/N=C/c3ccc(OC(F)F)cc3OC(F)F)cc2)cc1	-1	3	-6	-5	-56	34	11	-4
Cc1nc2nc(C)c(CCC(=O)NC(C)c3ccc4c(c3)OCCO4)c(C)n2n1 (configuration not stated)	-11	-5	3	-3	13	-6	0	-2
CCN(CC)S(=O)(=O)c1cc(NC(=O)CN2CCN(c3ccccn3)CC2)ccc1C	-1	4	2	3	5	13	9	-11
Nc1ccc(NC(=O)c2cccc(C(=O)Nc3ccc(N)cc3Cl)c2)c(Cl)c1	-1	-2	-4	3	-20	23	-5	2
Cc1ccccc1NC(=O)Cn1c(C)nc2ccc(NC(=O)C3CC3)cc2c1=O	-16	71*	-1	4	2	-3	-2	-8
COc1ccc(Cn2c(=O)[nH]c3cc(C(=O)N4CCN(c5ccccn5)CC4)ccc3c2=O)cc1	-8	3	5	4	20	0	3	1
O=C(NCCc1ccccc1Cl)C1CCC(=O)N(CCCc2ccccc2)C1 (configuration not stated)	6	-2	-6	3	-48	-11	12	-3
CC(Nc1ccc(Cl)cc1)C(=O)NN (configuration not stated)	3	-7	-4	-3	8	11	5	3
O=C(NCCCN1CCCC1=O)c1ccc([N+](=O)[O-])s1	2	12	-16	12	9	5	1	-2
Cc1cccc(N2CCN(C(=O)Cn3cccc3C(=O)c3ccccc3)CC2)c1C	25	3	8	3	18	4	0	6
COc1cccc(-c2n[nH]c3c2CCC3)c1	-4	-6	4	4	-35	-6	-7	1
O=C(COc1cccc2cccnc12)Nc1nccs1	-1	7	7	-8	-54	-51	-92	-6
COc1cc(-n2nnnc2SC)c(OC)cc1Cl	2	3	4	0	7	-2	0	10
Cc1ccc(C2/C(=C(/O)c3ccccc3)C(=O)C(=O)N2CCN2CCOCC2)o1 (configuration not stated)	-4	-3	0	4	-1	-2	5	-7
Cc1cc(C)nc(Nc2nc3ccccc3s2)n1	-1	42	6	-27	-223	-148	-71	-4
CC(O)C(=O)N/N=C/c1cccc(Cl)c1Cl (configuration not stated)	-4	-3	-6	-8	-23	-1	-8	3
CN(Cc1nc2ccccc2c(=O)[nH]1)C(=O)c1cc(C2CC2)nn1-c1ccccc1	16	-4	3	-9	-15	-17	-4	3
Cc1nn(-c2ccccc2)c(C)c1C(=O)N1CCN(S(=O)(=O)c2ccccc2)CC1	-6	2	3	2	19	10	6	0
CCOC(=O)c1c(C)[nH]c(C)c1S(=O)(=O)N1CCCCC1	8	-3	-2	3	-10	11	5	-7
CCOC(=O)c1ccc2nc(C)c(C)nc2c1	-19	5	-8	3	-26	-24	-10	-2
Cc1cc(C)cc(Nc2ccc(C(=O)O)cc2[N+](=O)[O-])c1	1	5	-30	4	11	-4	6	7
COc1ccc2nc(NC(=O)CSc3nc4ccccc4o3)sc2c1	-9	3	-4	-2	-67	-26	3	-5
CCOc1ccc(CN2CCN(CCCc3ccccc3)CC2CCO)cc1 (configuration not stated)	-4	12	2	-8	-8	1	19	-3
O=C1C(Cl)=C(N2CCN(Cc3ccccc3)CC2)C(=O)N1Cc1ccccc1	28	-12	-6	-6	-7	-6	0	-2
CN1CCN(C(=O)CC2C(=O)NCCN2Cc2ccc(-c3ccccc3)cc2)CC1 (configuration not stated)	2	5	2	7	8	13	6	-1
COc1cc(SC)ccc1C(=O)OC(C)C(=O)Nc1ccc(NC(C)=O)cc1 (configuration not stated)	1	7	3	-2	16	26	-17	-5
COCCNC(=O)CN(c1ccccc1OC)S(C)(=O)=O	-7	10	2	-6	-8	-10	-2	-7
COC(=O)c1c(C)[nH]c(O)c1C=Nc1ccc(Oc2ccccc2)cc1	10	-3	-10	-22	0	-4	-19	-10
Cc1nnsc1C(=O)NC1CCCCC1	-35	1	2	-1	-1	-4	-2	-10
CC(c1ccco1)N(C(=O)c1ccc(C(F)(F)F)cc1)c1ccccn1 (configuration not stated)	-14	-3	8	-1	17	-9	-4	-3
Cc1cc(C(=O)OCC(=O)N(C)c2ccccc2)c2ccccc2n1	1	0	6	4	10	-5	1	-6
CCOc1ccc(NC(=O)CCC(=O)N/N=C/c2ccc([N+](=O)[O-])s2)cc1	-1	-8	-31	13	15	-1	12	0
O=C(c1cc2ccccc2o1)N1CCN(S(=O)(=O)c2ccccc2)CC1	13	1	-1	-7	21	0	-4	2
CC(C)CC(=O)NNC(=S)NCc1ccco1	2	0	5	1	6	4	-8	-7
O=C1N2CCSC2=NC1(Nc1nccs1)C(F)(F)F (configuration not stated)	-31	6	-2	-1	9	14	1	13
CCc1c(O)nc(SCC(=O)NCc2ccco2)[nH]c1=O	-4	4	6	6	1	-11	1	-2
Cn1c(=O)c2ccccc2n2c(CCl)nnc12	9	-12	3	0	15	-8	-5	6
COc1cc(NC(=O)c2ccc(NC3=NC4CS(=O)(=O)CC4S3)cc2)cc(OC)c1OC (configuration not stated)	5	-1	5	2	0	3	0	-3

A portion taken from the entries so far:
smiles	Apaf1 inhib	SENP7 inh	UBC13 polyUb	SENP8 inh	697 NFkB inh	Jurkat NFkB inh	Gli-Sufu antag	HKDC1 inhibitor
O=C(NN1CCCCC1)c1cccc2ccccc12	0	-7	-13	-5	-2	3	-23	0
COc1cccc(-c2cc3nc(-c4ccccc4)cc(=O)n3[nH]2)c1	13	51*	10	85*	-50	5	-46	7
COc1ccc(CC(=O)NCC2CCCN(Cc3cc(OC)cc(OC)c3)C2)cc1 (configuration not stated)	-7	-7	-2	-8	-44	-36	29	-3
CC(=O)c1ccc(N2CCN(C(=O)c3ccc(NC4=NC5CS(=O)(=O)CC5S4)cc3)CC2)cc1 (configuration not stated)	-3	-5	-9	1	1	8	-3	-5

(list continues)
smiles	Apaf1 inhib	SENP7 inh	UBC13 polyUb	SENP8 inh	697 NFkB inh	Jurkat NFkB inh	Gli-Sufu antag	HKDC1 inhibitor
COc1ccccc1NC(=O)CS(=O)(=O)c1cn(CC(=O)N2CCCC2)c2ccccc12	11	2	-4	3	3	-10	4	12
CCOCCCNC(=O)CSc1nc2nc(C)c(Cc3ccccc3)c(C)n2n1	-6	4	0	-1	13	-7	-3	5
CCOc1ccc(C(=O)N2CCN(c3ccccn3)CC2)cc1	-9	0	-4	0	-7	-3	16	-5
Cc1ccc(S(=O)(=O)N/N=C/c2cccc3c2OCCO3)cc1	-2	-1	-11	-5	-30	-7	2	-4
